High-throughput results: PubChem, National Center for Advancing Translational Sciences (NCATS)
LDHA block = inhibitors of human lactate dehydrogenase A. AID 1347041. activity change, % (values are at about 110 or 230 µM). purified LDHA, NADH/diaphorase-resazurin fluorescence; hits give low values. P00338. hit rate 0.15% among 480,000; in the data active means activity change below about -30%;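 further: plate controls were DMSO wells for no effect and wells without enzyme for full effect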
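Human LDH5 (2 nM) was incubated with 0.06 mM NADH and 0.2 mM pyruvate for 5 min at room temperature in Tris pH 7.4. Remaining NADH was coupled through diaphorase/resazurin, and resorufin fluorescence was read at 0 and 20 min.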
Numbers without * were called inactive.

SMILES | LDHA block
CC(C)(C)NC(=O)CSc1nc2c(c(-c3cccs3)c1C#N)CCCC2 | 17
c1ccc(-n2nnnc2SCc2nc3ccccc3[nH]2)cc1 | -15
N/C(=N/O)c1cccc(CN2CCOCC2)c1 | 0
CC(C)n1nnnc1C1c2ccccc2C(=O)N1CCc1c[nH]c2ccccc12 (configuration not stated) | 3
Cc1cc(C)cc(C(=O)Nc2ccc(Cl)cc2C(F)(F)F)c1 | 10
COCCNC(=S)N/N=C(/C)c1cc(OC)c(OC)c(OC)c1 | 0
O=C(NCc1ccccc1)C(CCc1ccccc1)n1c(=O)c(-c2cc3ccccc3[nH]2)nc2ccccc21 (configuration not stated) | 1
Cc1ccc(C(=O)/C=C/c2cc(C)ccc2C)cc1 | -4
CN(Cc1ccco1)C(=O)c1nn(Cc2ccccc2)c(=O)c2ccccc12 | 3
Cn1c(CSc2ccccc2Cl)nc2c1c(=O)[nH]c(=O)n2C | 8
O=C(O)c1cc(I)ccc1Br | 4
COc1ccc(N(C)C(=O)CCc2c[nH]c3ccccc23)cc1OC | 3
c1csc(-c2nc(NC3CC3)c3ccccc3n2)c1 | 6
O=S(CCO)CCO | 1
COc1ccc(CNC(=O)C2CCN(c3nc4ccccc4nc3OC)CC2)cc1 | 8
COC(=O)COc1ccc2c(=O)c(Oc3cccc(C)c3)c(C(F)(F)F)oc2c1 | 2
FC(F)(F)c1cccc(NC(=S)NC2CC2)c1 | -1
COC(=O)C(C(=O)OC)C(c1ccc(Cl)cc1)C(C)C(=O)c1ccc(C)cc1 (configuration not stated) | 3
C=CCn1c(N2CCC(C)CC2)nc2c1c(=O)n(C)c(=O)n2C | -1
CC1(C)CC(=O)C2=C(C1)NC(=O)CC2c1ccc(OCc2ccccc2)cc1 (configuration not stated) | 8
COc1ccc(-n2nnc(C(=O)NCc3ccccc3)c2N)cc1OC | 3
O=C(N/N=C/c1ccc(Cl)cc1Cl)c1cccs1 | 8
COc1ccc(N(CC(=O)Nc2ccc(C)c(C)c2)S(=O)(=O)c2c(C)nn(C)c2C)cc1 | -7
O=C(NCc1ccccc1)N1CCN(C(=O)c2ccccc2)CC1 | -8
CN(C)CCCNC(=O)c1nc(CC(=O)Nc2cccc3ncccc23)no1 | -1
O=C1CC(=O)CC(c2cccc(Cl)c2)C1 | 2
OC(c1ccccc1)(c1ccccc1)C1CCN(CCCOc2ccc3c(c2)CCCC3)CC1 | 7
Cc1ccc(-c2noc(Cn3cnc(C#N)n3)n2)cc1 | 2
COC(=O)CNC(=O)C1CCCN(C(=O)c2cc3ccccc3[nH]2)C1 (configuration not stated) | -4
O=C(Cc1cccs1)NC1CCSC1=O (configuration not stated) | 0
N#Cc1cccc(NC(=O)NCCNc2ncccc2C(F)(F)F)c1 | 4
CC(=O)Nc1ccc(C)cc1S(=O)(=O)N1CCCC1c1ccco1 (configuration not stated) | -1
Oc1ccc(Cl)cc1C=Nc1ccc(Cl)cc1C(F)(F)F | 11
O=C(Nc1ccccc1F)c1cccc2c(Cl)cccc12 | 6
O=C(CCNC(=O)c1cccs1)Nc1cccnc1N1CCCC1 | 2
COC(=O)c1cc(F)ccc1NC(=O)N1CCc2[nH]cnc2C1c1ccc(Cl)cc1 (configuration not stated) | 1
CC1CCN(S(=O)(=O)NCc2ccccc2Cn2cccn2)CC1 | 2
CC(=O)N1CCN(C(=O)c2cc(-c3ccco3)nc3ccccc23)CC1 | -2
CC1(C)Cc2ccccc2C(C2=C(O)CCCC2=O)=N1 | 4
O=C(Nc1ccncc1)c1ccc(COc2ccccc2Cl)cc1 | 12
CSc1ccc(/C=C/C(=O)c2ccc(N(C)C)cc2)cc1 | 7
CCc1ccc(-c2csc(Nc3ccc(C(=O)O)c(O)c3)n2)cc1 | 4
Clc1cccc(Nc2nc(NC3CCCC3)nc3c2cnn3-c2ccccc2)c1 | 4
CCOC1=C2CN(S(=O)(=O)c3ccc(C)cc3)C(c3ccc(CC)cc3)CC2n2c(=O)n(-c3ccccc3)c(=O)n2C1 (configuration not stated) | -5
Cc1nc2nc(C(F)(F)F)[nH]n2c(=O)c1Cc1ccccc1Cl | 6
Cc1ccc(CSc2nc3nccnc3c(=O)n2Cc2ccc3c(c2)OCO3)cc1 | 3
COC(=O)CNC(=O)/C=C/c1ccccc1 | -5
CN(C)C(=O)c1ccc(NC(=O)COc2ccccc2-c2ccccc2)cc1 | 16
Cc1cnc2c(S(=O)(=O)NC(C3CC3)C3CC3)cccc2c1 | 1
CC(C)c1cccc(C(C)C)c1NC(=O)CC1C=CCC1 (configuration not stated) | 0
Cc1nc2ncnn2c(N(C)C)c1Cc1ccccc1 | -1
COc1ccc(CCNC(=O)c2csc(NC(C)C)n2)cc1 | -10
C/C(=N\O)c1cc2cc(Br)cc(Br)c2oc1=O | 40
O=C(N/N=C/c1c(Cl)cccc1Cl)c1cccs1 | 6
Cc1cc(C)n(-c2nc3c(c(=O)n(CC(N)=O)c(=O)n3C)n2CCc2ccccc2)n1 | 4
COC(=O)[C@]12CCCCC=C1N(CCC1=CCCCC1)C(=O)[C@H](CC(=O)N1CCC(c3ccccc3)CC1)C2 | 3
COc1ccc(/C=N/O)cc1 | 5
Cc1ccc(O)c(-c2ccnc3cc(-c4ccccc4)nn23)c1 | 1
CCC(C)NC(=O)C1=CC(c2cc(OC)ccc2OC)=NS(=O)(=O)N1C (configuration not stated) | 18
COc1ccc(OC)c(CNC(=O)N2CCc3sccc3C2)c1 | -1
The list goes on.
SMILES | LDHA block
CCCCCCN1CCN(C2CN(Cc3cn(Cc4ccc(C)cc4)nn3)S(=O)(=O)C2)CC1 (configuration not stated) | 1
O=C(CCS(=O)(=O)c1ccc2c(c1)CCN2C(=O)C1CC1)NC1CCCCCCC1 | 2
CS(=O)(=O)NN1C(=O)c2ccccc2NC1c1ccco1 (configuration not stated) | 0
Cc1nc(/C=C/C(=O)N2CCCCCC2)cs1 | -2
CCN(CC)C(=O)c1cn(CCC#N)nc1-c1cccc(Cl)c1 | 2
CNC(=S)NNC(=O)c1csc(C(C)C)c1 | 0
CC(NC(=O)c1ccc2c(c1)CCCC2)c1ccccc1 (configuration not stated) | 6
Cc1ccc(-c2nc(CNC(=O)C(C)Oc3ccccc3F)cs2)cc1 (configuration not stated) | 2
N#CCC(=O)Nc1ccc(C(=O)OCc2cccc(F)c2F)cc1 | 13
COc1ccc(CNC(=O)Cc2n[nH]c(=O)c3ccccc23)cc1 | 0
COc1ccc(C(NC(=O)C2CC2)c2nccc3cc(OC)c(OC)cc23)cc1OC (configuration not stated) | 6
Cc1ccnc(Sc2nc3c(c(=O)[nH]c(=O)n3C)n2Cc2ccccc2Cl)n1 | -16
CCCN(CC(F)(F)F)C(=O)CCCc1c[nH]c2ccccc12 | -3
Cc1ccc(C(c2cccc([N+](=O)[O-])c2)c2ccc(C)s2)s1 | -4
CC(C)n1nc(C(=O)Nc2ccc(S(=O)(=O)N(C)C)cc2)c2ccccc2c1=O | -7
CCOc1ccc(C(=O)Nc2cc(C(F)(F)F)ccc2Cl)cc1Cl | 2
O=C(Nc1ccc(-c2ccccc2)cc1)c1ccccc1F | -5
CCCC(=O)N(c1ccc(OC)cc1OC)C1C=CS(=O)(=O)C1 (configuration not stated) | 0
CN(CC(=O)Nc1ccc(F)cc1)Cc1cnn(-c2ccccc2)c1 | -1
C/C(=N/O)c1cc(Cl)ccc1O | 11
O=C(O)C1(c2cccc(Br)c2)CCOCC1 | -6
CN1C(=O)Cc2cc(-c3csc(-c4ccccc4)n3)ccc21 | -4
Cc1ccc2c(CN(Cc3ccco3)Cc3ccco3)cc(=O)oc2c1C | -1
Nc1nccnc1C(=O)NCc1ccc(-c2ccc(F)cc2)o1 | 4
COc1cc(C(=O)Nc2cnc3ccccc3c2)ccc1OC(F)F | -1
CCSc1nc2n(n1)C(c1ccccc1Cl)C1=C(CCCC1=O)N2 (configuration not stated) | 0
Nc1nccnc1C(=O)NCCCc1ccccc1 | 1
COC(=O)c1ccc(COc2ccc3c(=O)c(-c4ccc(OC)cc4)c(C)oc3c2)cc1 | 8
Cc1c(P(=S)(c2ccccc2)c2ccccc2)c2ccccc2n1CCc1ccccc1 | -4
O=C(COC(=O)c1cccs1)c1ccc2c(c1)-c1ccccc1C2 | 1
O=C(OCc1ccccc1)c1ccc(C(=O)c2ccccc2)cc1 | -6
Cn1nc(C(=O)N2CCOCC2)cc1C(=O)Nc1ccc(Cl)cc1Cl | 1
Cc1ccc(NC(=S)NCc2ccccc2)c(Br)c1 | 6
CCc1ccc(CN(C)C(=O)Cn2cnc3c2c(=O)n(C)c(=O)n3C)cc1 | 5
COc1ccc(CN(C(=O)c2cc(=O)c3cc(Cl)ccc3o2)C2CCS(=O)(=O)C2)cc1OC (configuration not stated) | 4
COc1ccc(-c2cc3ccc(OC(=O)C(C)(C)C)cc3oc2=O)cc1OC | 4
O=C(Nc1sc2c(c1-c1nc3ccccc3s1)CCNC2)C(F)F | 3
CCOc1ccc(N(C(C)C(=O)N(C)Cc2ccccc2)S(C)(=O)=O)cc1 (configuration not stated) | -6
CCNc1c(NC(=O)Cc2ccc(OC)cc2)c(=O)oc2ccccc12 | -8
O=C(c1ccc(Cn2cncn2)cc1)N1CCN(c2ccc(Cl)cc2)CC1 | 0
O=C(Cc1cccc(F)c1)N(Cc1ccco1)C1CC1 | 1
O=C(NC1CCCC1)c1nc(-c2ccco2)oc1-c1ccccc1 | 1
CC(=O)Nc1cccc(NC(=O)CSCc2nc3ccccc3c(=O)[nH]2)c1 | 1
O=C(NC1CCCC1)c1csc2ccccc12 | 4
COc1ccc(Oc2coc3cc(OC(=O)c4ccc(C)cc4)ccc3c2=O)cc1 | 0
Cc1cc(C)c(C(=O)Nc2ccccc2C)c(SCC(=O)NC2CCCCC2)n1 | 3
CCOc1cc(C2C(C(=O)OC)=C(C)NC3=C2C(=O)c2ccccc23)ccc1OCc1ccccc1 (configuration not stated) | -16
COC(=O)/C(C#N)=C\c1cc(Br)ccc1OCc1c(Cl)cccc1Cl | 0
O=C(O)CNC(=O)c1ccc(-c2ccccc2)cc1 | 2
O=C(c1ccc2ccccc2n1)N(Cc1cccs1)C1CC1 | 0
CC(=O)Nc1ccc(S(=O)(=O)[C@H]2CS(=O)(=O)C[C@@H]2N2CCOCC2)cc1 | -25
CCC(CC)NC(=O)N(C)Cc1ccccc1 | 6
C=CCn1c(SC)nc2c1c(=O)n(C)c(=O)n2C | -1
COc1cc(/C=C/c2cc(C(=O)O)c3ccccc3n2)ccc1OCCC(C)C | 4
COc1ccc2[nH]c(C(=O)NCc3cccnc3)c(C)c2c1 | 1
COC(=O)c1ccc(COc2ccc(C(=O)OC)cc2Br)cc1 | -20
O=C(OCCc1ccccc1)c1cccc([N+](=O)[O-])c1 | -7
COc1ccc(CCNC(=O)CN(c2ccc(Br)c(C)c2)S(C)(=O)=O)cc1OC | 10
COc1ccc2cc(C(=O)OCC(=O)NCC3CCCO3)c(C)nc2c1 (configuration not stated) | 0
O=C(Nc1cccc(-c2nc3ccccc3s2)c1)C1CCN(C(=O)c2ccco2)CC1 | -6
Going on with the list:
SMILES | LDHA block
Cc1noc(C)c1CN1CCN(C(=O)c2cc(C3CC3)nn2-c2ccccc2)CC1 | -4
Cc1nnc(NC(=O)c2ccc3ccn(C)c3c2)s1 | -15
Cc1c(OCC(=O)Nc2cc(Cl)cc(Cl)c2)c(=O)ccn1C | 0
COc1ccc(-c2ccc(C#N)c(SCC(=O)NCCc3ccc(OC)c(OC)c3)n2)cc1 | 11
COc1cc(Nc2c(C#N)cnc3c(OC)cccc23)cc(OC)c1OC | -1
Cc1cc(C)c2oc(C(=O)Nc3ccc(S(N)(=O)=O)cc3)cc(=O)c2c1 | 0
CC(C)(C)c1ncc(NC(=O)c2cc[n+]([O-])cc2)cn1 | 3
CC(C)CCn1c(N2CCN(c3ccccc3)CC2)nc2c1c(=O)[nH]c(=O)n2C | -17
CCOC(=O)c1c(S(=O)(=O)N2CCCC(C(=O)Nc3ccc(F)cc3F)C2)c(C)n(C)c1C (configuration not stated) | -13
CC(C)Cn1c(CN2CCCC(C)C2)nc2c1c(=O)n(C)c(=O)n2C (configuration not stated) | 3
CN(Cc1ccc(-c2ccc(Br)cc2)o1)C(=O)CSc1nnc(C2CC2)n1C1CC1 | -2
O=C(Nc1ccccc1)N(Cc1ccc(Cl)cc1)c1ccccn1 | 12
Cc1ccc(-c2nnc(SCC(=O)c3ccc4c(c3)NC(=O)CO4)o2)cc1C | 7
Cc1ccc(Nc2nc(N)c(C(=O)c3cc(C)ccc3C)s2)cc1 | 5

A portion of the library; count on the stated rates, not on these rows.
